USP2a inh: inhibitors of human ubiquitin-specific protease USP2a | USP2 core, Ub-CHOP2 coupled fluorogenic reporter, 485/531 | AID 463254 | 330,000 compounds, 0.01% hits | O75604 | Potency, µM (series often up to 38.3 µM), for inactives: top-dose activity change, negative = inhibition, usual class: inhibitors;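 also: potency is read from the fitted curve at half-maximal effect; plate controls were DMSO wells for no effect and full inhibition by NEM control for full effect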
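USP2 core (10nM final) preincubated 30min RT with compound in 20mM Tris-HCl pH 8.0, 2mM CaCl2, 2mM beta-mercaptoethanol, 0.05% CHAPS; 25nM Ub-CHOP2 plus 25nM reporter substrate added, fluorescence (Ex485/Em531) read after 60min.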
uPA generation: inhibitors of cell surface uPA generation | cell surface uPA generation assay, qHTS | Potency, µM (titrated, usually from 38.3 µM), without a hit: at the highest dose activity change, negative = inhibition, actives largely listed as inhibitors | 330,000 compounds, 0.31% hits; active = well fitted inhibition curve with a large enough effect; inconclusive = small, poorly fitted or top-dose-only effect; inactive = no such curve, though single readings can be large or run the other way; tested in mouse RAW 264.7 cells; also: potency is read from the fitted curve at half-maximal effect; % is scaled to controls: 0 for no effect and ±100 for the full control effect; nearly all actives have a fitted effect of over 55% in size
BCR signal inh: blocks chronic active B-cell receptor signaling; ABC-DLBCL IkBa-CBG/CBR reporter, luminescence ratio, 4 h; Potency, µM (top dose mostly 46.1 µM), for inactives: top-dose ratio change, negative = lower green/red ratio, hits mostly inhibitors; 340,000 compounds, 0.05% hits; active = well fitted inhibition curve with a large enough effect in the signal ratio, with a control signal flat, not every such curve was filed as active; inconclusive = small, poorly fitted or top-dose-only effect, or effect the other way, or a change in a side signal; the % refers to the signal ratio;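 also: potency is read from the fitted curve at half-maximal effect; plate controls were basal doxycycline-induced cells for no effect and cells given 10 µM MG132 for full effect; MG132 reads +100%, hits lower the ratio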
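Doxycycline induced both beetle luciferases in TMD8 lymphoma cells; IKK-driven degradation limits the IkappaBalpha-fused green signal, while red luminescence normalises for cell number and nonspecific effects. Compounds tested up to 46 uM, 4 hrs.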
B2AR arrestin: agonists driving beta-arrestin recruitment to human beta2-adrenergic receptor; Potency, µM (titrated, usually from 46.1 µM), for inactives: top-dose activation, hits mostly activators; 330,000 compounds, 0.02% hits; beta-arrestin recruitment to beta2AR, cell-based reporter;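 also: potency is read from the fitted curve at half-maximal effect; 0% = DMSO controls and full agonism = EC100 isoproterenol or metaproterenol; nearly all actives have a fitted effect of over 65% in size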
TSG101-PTAP inh: blocks PTAP/TSG101 interaction to inhibit HIV-1 budding | Q99816 | Fluorescence polarization, FITC-PTAP peptide / Tsg101 binding | Potency, µM (top dose mostly 115 µM), inactives show top-dose activity change, negative = inhibition, hits mostly inhibitors | 340,000 tested, under 10 active | AID 493005; active = well fitted inhibition curve with a large enough effect in the main read-out, with a control signal flat, not every such curve was filed as active; inconclusive = small, poorly fitted or top-dose-only effect, or effect the other way, or a change in a side signal; inactive = no such curve, though single readings can be large or run the other way; also: potency is read from the fitted curve at half-maximal effect; % of control where 0% means no effect
Target sequence (Q99816 whole entry, looked up): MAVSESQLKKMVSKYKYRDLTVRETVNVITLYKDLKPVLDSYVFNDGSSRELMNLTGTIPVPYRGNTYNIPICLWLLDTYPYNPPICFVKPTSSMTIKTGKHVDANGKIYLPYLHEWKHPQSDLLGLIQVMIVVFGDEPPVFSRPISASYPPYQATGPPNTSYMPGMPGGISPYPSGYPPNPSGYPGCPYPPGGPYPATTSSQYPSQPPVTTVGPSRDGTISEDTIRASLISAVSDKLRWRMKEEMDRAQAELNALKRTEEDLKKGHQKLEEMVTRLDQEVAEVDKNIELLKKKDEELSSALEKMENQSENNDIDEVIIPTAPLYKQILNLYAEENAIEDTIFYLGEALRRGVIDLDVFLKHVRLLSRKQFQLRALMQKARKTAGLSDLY
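FP read-out: FITC-PTAP peptide, 50 nM final, binding Tsg101 binding domain, 10 uM final; 20 min, r.t.; 10 mM HEPES pH 7.5, 0.15 M NaCl, 0.01% Tween 20, 3 mM EDTA, 0.1 mM TCEP.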
Eya2 phos inh: inhibitors of human Eya2 phosphatase activity; AID 488837; Potency, µM (titrated, usually from 76.9 µM), inactives show top-dose activity, negative = inhibition, actives largely listed as inhibitors; 330,000 compounds, 0.006% hits; O00167; recombinant Eya2, OMFP fluorescence dephosphorylation (OMFP is methylfluorescein phosphate); also: potency is read from the fitted curve at half-maximal effect; % is scaled to controls: 0 for no effect and ±100 for the full control effect
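Eya2 (0.2 uM) preincubated 10 min at ambient with compound, then OMFP substrate added at 50 uM; 10 min reaction in 50 mM HEPES pH 7.5, 50 mM NaCl, 5 uM MgCl2, 0.05% BSA, 1 mM DTT. Fluorescence read at Ex 485/Em 525 nm.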
Mito fusion act: inhibitors of mitochondrial division or activators of mitochondrial fusion; 320,000 compounds, 0.23% hits; S. cerevisiae fusion-defective mutant growth rescue, CellTiterGlo 48 h; Potency, µM (highest dose often 46.1 µM), without a hit: at the highest dose growth rescue (activation), most hits filed as activators; AID 485298;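 also: potency is read from the fitted curve at half-maximal effect; % of control where 0% means no effect; nearly all actives have a fitted effect of over 45% in size; temperature-sensitive fusion mutants such as fzo1-1 at 37 °C on non-fermentable ethanol glycerol medium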
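Luminescent cell viability in 1536-well qHTS format served as the measure of rescued growth in ts fusion-mutant S. cerevisiae cultured on non-fermentable YPEG for 48 hours at 37C.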
TSHR antag: human thyrotropin receptor antagonism | P16473 | TSHR-expressing cells, TSH-stimulated cAMP HTRF, 2 h; stronger effect = lower value | activity change, negative = inhibition, % at 11.5 µM | 330,000 compounds, 0.2% hits;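 active = activity change below a set negative limit, meaning inhibition stronger than a set level, cut at about -70% in these data; inconclusive = activity change between two set negative limits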; also: % is scaled to controls: 0 for no effect and ±100 for the full control effect
Target sequence (P16473 whole entry, looked up): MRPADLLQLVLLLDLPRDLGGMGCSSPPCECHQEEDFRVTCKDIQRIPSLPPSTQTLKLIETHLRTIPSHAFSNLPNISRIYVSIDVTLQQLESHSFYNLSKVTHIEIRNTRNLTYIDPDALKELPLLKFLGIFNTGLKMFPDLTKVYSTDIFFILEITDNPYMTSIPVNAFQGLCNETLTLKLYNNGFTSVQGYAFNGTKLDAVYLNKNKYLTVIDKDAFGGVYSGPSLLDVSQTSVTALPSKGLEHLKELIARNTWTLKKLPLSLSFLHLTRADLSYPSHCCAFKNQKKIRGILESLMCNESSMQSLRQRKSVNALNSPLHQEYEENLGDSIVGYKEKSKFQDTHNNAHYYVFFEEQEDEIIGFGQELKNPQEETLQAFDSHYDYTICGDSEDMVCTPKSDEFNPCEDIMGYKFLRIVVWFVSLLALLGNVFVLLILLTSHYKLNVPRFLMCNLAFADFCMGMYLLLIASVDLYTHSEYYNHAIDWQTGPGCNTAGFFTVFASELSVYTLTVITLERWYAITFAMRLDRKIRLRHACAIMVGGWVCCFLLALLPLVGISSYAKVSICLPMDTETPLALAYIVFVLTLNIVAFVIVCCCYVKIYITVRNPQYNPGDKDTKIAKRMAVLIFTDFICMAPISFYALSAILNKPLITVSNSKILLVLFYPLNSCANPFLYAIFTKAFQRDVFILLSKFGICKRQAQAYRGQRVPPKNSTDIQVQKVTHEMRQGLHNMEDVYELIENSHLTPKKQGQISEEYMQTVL
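Competitive HTRF cAMP read-out (cryptate anti-cAMP antibody, cAMP-d2; 30 min, room temperature) in freshly harvested TSHR cells. Compounds added before TSH at EC80 (4nM final), followed by 2 hours' incubation at 37 deg C.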
ELG1 DNA repair: inhibitors of ELG1-dependent DNA repair in HEK293T cells | HEK293T ELG1-luciferase reporter, luminescence, 16 h; DNA damage induced by 5-fluorouridine | 330,000 compounds, 2.3% hits | Potency, µM (titrated, usually from 46.1 µM), without a hit: top-dose activity change, negative = inhibition, actives largely listed as inhibitors | AID 504467; also: potency is read from the fitted curve at half-maximal effect; % is scaled to controls: 0 for no effect and ±100 for the full control effect; nearly all actives have a fitted effect of over 55% in size
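In this reporter screen, reduction of luminescence relative to DMSO vehicle indicated activity. Compounds and 5-fluorouridine were added together to 2,000 cells per well, incubated for 16 hr at 37 °C, then developed with ONE-Glo.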
TCR activator: activates T cell receptor signaling. Potency, µM (series often up to 9.22 µM), for inactives: at the highest dose activation of IL-2 secretion, usual class: activators. 330,000 tested, under 10 active. primary human leukocytes, anti-CD3, IL-2 HTRF, 48 h; also: % of control where 0% means no effect
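HTRF read-out of IL-2 secretion: europium cryptate donor excited at 320nm, d2 acceptor emission at 665nm. Cells were primary human leukocytes incubated 48 hr with compounds and a-CD3 beads, supplying TCR signal only.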
Tb PFK block: T. brucei PFK enzyme inhibition. Potency, µM (series often up to 57.5 µM), for the others: at the top dose activity, negative = inhibition, usual class: inhibitors. 330,000 compounds, 0.17% hits. O15648. T. brucei PFK, ADP-Glo luminescence;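 also: potency is read from the fitted curve at half-maximal effect; 0% = uninhibited 1x PFK enzyme wells and -100% = no-enzyme wells; nearly all actives have a fitted effect of over 60% in size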
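1.25 nM PFK with 0.5 mM F6P and 0.1 mM ATP in 0.1 M TEA pH 8.0, 5 mM MgCl2, incubated 45 min at room temperature; ADP measured by ADP-Glo luminescence; compounds titrated up to 57 uM.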
The depositor's hits bear a star; ? = inconclusive; . = not tested or not shown; & = joins results of further samples; [ ] = remark or other dose. Unless noted, calls follow the shape of the dose curve; as a rule, active = well fitted curve in the direction sought with a large enough effect; inconclusive = small, poorly fitted or top-dose-only effect, or another doubt; inactive = no such curve, though single readings can be large; an effect the other way counts as inactive or inconclusive.

SMILES	USP2a inh	uPA generation	BCR signal inh	B2AR arrestin	TSG101-PTAP inh	Eya2 phos inh	Mito fusion act	TSHR antag	ELG1 DNA repair	TCR activator	Tb PFK block
Cc1ccccc1NC(=O)c1c(C)nc(SCC(=O)OCc2ccccc2)c(C#N)c1-c1ccc(F)cc1	1%	2%	12%	-0.2%	-4%	-11%	0%	-2	?	-2%[46.1 µM]	1%
NS(=O)(=O)c1ccc(NC(=O)CN2C(=O)c3ccccc3C2=O)cc1	0%	4%	1%	-0.1%	-2%	-11%	-3%	-2	2%	4%	-21%
N#Cc1cccc(NC(=O)Cc2ccsc2)c1	0%	2%	0%	-0.1%	-4%	5%	3%	17	-14%	-8%	-17%
CNc1ccc(Br)cc1C(O)c1ccccc1 (configuration not stated)	-2%	17%	-13%	-0.7%	1%	-2%	2%	5	?	-3%	1%
COc1ccc(CN(Cc2cc3ccc(C)cc3[nH]c2=O)Cc2nnnn2C2CCCC2)cc1	-8%	-19%	0%	-2.0%	0%	-5%	0%	-10	?	0%	5%
CCc1ccc(OC(=O)Nc2ccccc2)cc1	0%	4%	-7%	-0.7%	-1%	-18%	3%	3	23%	11%	1%
COc1ccc(NC(=O)CC2C(=O)N(C)C(=S)N2CCc2ccccc2)cc1 (configuration not stated)	-3%	2%	-3%	-0.3%	0%	-11%	8%	0	?	10%[46.1 µM]	0%
CC(=O)NCC(=O)N(Cc1ccco1)C1(C(=O)NC2CCCC2)CCCCC1	0%	2%	0%	0.2%	-1%	5%	15%	-1	-4%	3%	-2%
O=[N+]([O-])c1ccc2c(c1)C(O)n1nc(-c3ccc(Cl)cc3Cl)nc1S2 (configuration not stated)	4%	-3%	?	-0.1%	-4%	2%	-1%	-11	13%	0%	1%
CCc1cc(=O)oc2c(CNCc3c(F)cccc3Cl)c(O)ccc12	2%	4%	-1%	0.8%	0%	10%	7%	0	?	-3%	-8%
COc1cc(/C=C/C(=O)NC(=O)c2ccccc2O)ccc1OC(C)=O	1%	-28%	?	-0.2%	-3%	-1%	0%	12	?	-6%	-2%
Cc1nc2ccc(N=NN(C)C)cc2[nH]1	2%	0%	?	-0.3%	-2%	-9%	1%	5	8%	-2%	-11%
CC(C)NS(=O)(=O)c1ccc(OCC(=O)Nc2ccc(F)cc2)cc1	2%	3%	-1%	-0.1%	-7%	-24%	-6%	-3	?	-4%	-2%
COc1ccc(OC)c(NC(=O)C2CCCC2)c1	-1%	-3%	?	-1.0%	-1%	-18%	-4%	1	11%	4%	-6%
CC1Cc2ccccc2N1C(=O)CO/N=C/c1ccccc1OC(F)F (configuration not stated)	-2%	2%	0%	0.1%	1%	1%	14%	17	-39%	-1%[46.1 µM]	7%
O=c1cc(O)c2sc3nc(-c4cccnc4)cc(C(F)(F)F)c3c2[nH]1	5%	8%	2%	-1.7%	-2%	3%	0%	-14	16%	5%[46.1 µM]	?
CCCCN1C(=O)/C(=C2/Sc3ccc(OC)cc3N2CC)SC1=S	2%	16%	-5%	-3.9%	-1%	-10%	1%	5	-9%	.	-1%
Cn1c(=O)[nH]c(=O)c2c1nc(CN1CCOCC1)n2Cc1ccccc1	2%	.	-5%	-0.2%	-7%	-4%	-1%	14	?	-2%	-1%
COc1ccc(N2CCN(C(=O)C3CCN(S(=O)(=O)c4ccccc4)CC3)CC2)cc1	0%	2%	0%	-1.0%	0%	-9%	-6%	-13	-1%	.	-1%
O=C(Nc1ccc(Cl)cc1)C1CCCN(S(=O)(=O)c2cnc[nH]2)C1 (configuration not stated)	3%	-1%	3%	0.4%	-3%	5%	-1%	5	?	-6%	1%
O=C(Cn1cnc2c(OCc3ccccc3)ncnc21)N1CCN(c2ccccn2)CC1	-1%	18%	-3%	-0.4%	-17%	-1%	.	12	-2%	2%	0%
O=C(Cc1ccc(F)cc1)N1CCN(c2ccc(F)cc2)CC1	0%	2%	0%	-0.3%	0%	-12%	8%	-3	-8%	.	-8%
CCOC(=O)c1cnc2c(C#N)c(C)nn2c1-c1ccccc1	0%	4%	?	0.0%	1%	5%	3%	-7	?	7%	-2%
O=C(NCc1ccco1)Nc1ccc([N+](=O)[O-])cc1	0%&7%	3%	?	0.0%&0.1%	-5%	-5%&-30%	10%&-44%	1&0	-4%&2%	-5%	-11%&-20%
CC(C)N(Cc1ccccc1)C(=O)COC(=O)/C=C/c1cnc2ccccc2n1	0%	1%	?	0.3%	-2%	-17%	2%	-5	3%	0%	5%
Further entries:
SMILES	USP2a inh	uPA generation	BCR signal inh	B2AR arrestin	TSG101-PTAP inh	Eya2 phos inh	Mito fusion act	TSHR antag	ELG1 DNA repair	TCR activator	Tb PFK block
CN(c1ccccc1)S(=O)(=O)c1cccc(NC(=O)C2=NN(c3ccccc3)C(=O)CC2)c1	-10%	?	-4%	-0.1%	-3%	0%	.	-8	7.3µM*	.	0%
CCOc1ccccc1NC(=O)CCCCCN1C(=O)[C@@H]2Cc3ccccc3CN2C1=O	0%	-2%	-12%	-0.1%	-1%	5%	7%	-3	?	2%	1%
Cc1onc(-c2ccccc2)c1-c1csc(COc2ccccc2)n1	2%	1%	?	0.6%	-2%	-3%	8%	-4	?	-4%	0%
C=CCN1C(=S)CC(c2ccccc2)=Nc2ccccc21	3%	?	?	-1.0%	0%	13%	6%	-3	-6%	6%	0%
CC(C)(C)OC(=O)N/N=C\c1cccnc1	3%	-10%	0%	-0.4%	-4%	4%	-5%	-1	?	-7%	2%
COc1ccc(S(=O)(=O)N2CCC(C(=O)NCc3ccccn3)CC2)cc1C	1%	18%	1%	-0.3%	-7%	6%	-4%	-3	-6%	-9%	25%
COC(=O)c1ccc(C23CC4(C2)[C@H](CN(Cc2cccnc2)[C@@H]4c2ccccc2)C3c2ccc(C(F)(F)F)cc2)cc1 (some centres not stated)	-6%	-16%	3%	-0.6%	-1%	-15%	-48%[inhibitor]	5	-2%	1%	3%
COc1ccc(S(=O)(=O)N2CCN(C(=O)c3ccc(=O)[nH]n3)CC2)cc1OC	2%	15%	-5%	-0.2%	-2%	25%	-4%	-1	-7%	-3%	11%
COc1ccnc(Oc2ccc(F)cc2)c1C(=O)N/C=N/OCc1ccccc1	-4%	3%	1%	-0.1%	0%	0%	-10%	-5	-2%	-1%	0%
COc1ccc(/C=C2/SC(=O)N(CC(O)Cn3c4ccccc4c4ccccc43)C2=O)cc1 (configuration not stated)	3%	12%	-4%	-0.8%	0%	-3%	-9%	11	9%	1%[46.1 µM]	6%
Cc1cccc(N(CC(=O)NC(C)(C)C)C(=O)CS(=O)CC(=O)Nc2ccc(F)cc2)c1 (configuration not stated)	6%	-2%	0%	0.1%	-4%	-20%	-4%	-4	?	0%	1%
O=C(CNCCCO)Nc1cc(C(F)(F)F)cc(NC(=O)CNCCCO)c1Cl	-1%	-1%	?	-0.5%	-4%	-16%	-8%	-6	10%	0%[46.1 µM]	-1%
COCCNC(=O)Cn1nc(-c2ccccc2F)ccc1=O	1%	-4%	-9%	0.0%	-2%	5%	2%	-4	-7%	10%	-1%
O=C(O)c1ccc(CNCc2ccccc2F)cc1	-1%	7%	-8%	0.2%	5%	-1%	11%	15	-6%	2%	0%
CCC(=O)NC(NC(=S)Nc1c(C)n(C)n(-c2ccccc2)c1=O)C(Cl)(Cl)Cl (configuration not stated)	-5%	-2%	9%	0.0%	-5%	-6%	2%	22	3%	-2%[46.1 µM]	0%
Cc1nc(SCC(=O)NC(=O)NCc2ccccc2)nc(C)c1C	0%	-4%	-21%	0.5%	0%	18%	-1%	5	4%	6%	-3%
C#CCOCCOCCOCCNc1nc(N2CCN(C(=O)[C@H]([C@@H](C)CC)n3cc([C@@H](N)CO)nn3)CC2)nc(N2CCN(C(=O)[C@H](Cc3cc4ccccc4[nH]3)n3cc([C@@H](N)Cc4ccc(O)cc4)nn3)CC2)n1	-8%	.	-1%	-0.1%	.	-12%	17%	3	5%	.	4%
CCOC(=O)C1CCN(C2=NC(=O)/C(=C/c3ccc(O)cc3)S2)CC1	3%	-9%	1%	0.1%	-3%	1%	3%	-8	7%	-1%	-1%
COCCn1c(N)c(N(Cc2ccccc2)C(=O)c2cc3ccccc3o2)c(=O)[nH]c1=O	2%	0%	-21%	-0.5%	-7%	-3%	8%	-2	1%	6%	-14%
O=[N+]([O-])c1cccc(CSc2nnc3ccccn23)c1	2%	-1%	-6%	-0.1%	2%	-5%	-5%	12	-10%	4%	2%

Bioassay records: PubChem BioAssay, National Center for Advancing Translational Sciences (NCATS)
